# Compound activity from PubChem BioAssay.
# Growth percent in the NCI-60 one-dose screen (48 h, 10 µM unless noted): 100 = growth as untreated, 0 = no growth, -100 = all killed.
# IGROV1 = IGROV1 ovarian cancer; 4.7% of 79,000 active; AID 1794786
# NCI/ADR-RES = NCI/ADR-RES ovarian cells. 4.4% of 81,000 active. AID 1794790
# OVCAR-4 = OVCAR-4 ovarian cancer cells; 3.7% of 80,000 active; AID 1794784
# OVCAR-3 = OVCAR-3 ovarian cancer; 7% of 79,000 active
# SK-OV-3 = SK-OV-3 ovarian cancer cells; 3.2% of 80,000 active
# OVCAR-8 = OVCAR-8 ovarian cancer | 4.4% of 81,000 active | AID 1794782
# DU-145 = DU-145 prostate cancer; AID 1794760; 4.2% of 81,000 active
# OVCAR-5 = OVCAR-5 ovarian cancer; 2.9% of 82,000 active; AID 1794783
# Starred values were filed as active, the others as inactive; x = no result given; & = joins results of further samples; [ ] = remark or other dose. The calls were made as follows: active = growth percent below 10; inactive = the rest.
# Fields: NCI/ADR-RES	OVCAR-8	IGROV1	OVCAR-4	OVCAR-3	OVCAR-5	SK-OV-3	DU-145
- Cc1ccc2c3c(ccc2c1)C(=O)c1c(ccc2c1N[C@@H]1C[C@H]2O[C@@H](C)[C@@H]1O)C3=O
→ 83	78	69	77	86	112	84	99
- Cc1sc2nc3nc(CC(=O)Nc4ccc(Cl)cc4)[nH]n3c(=O)c2c1C
→ 115	x	105	103	109	104	95	113
- COc1cc(-c2nn(-c3cccc(NC(=O)CCN4CCN(C)CC4)c3)cc2-c2ccncc2)ccc1Cl
→ 40	35	50	60	2.8*	68	23	3.2*
- COCOc1ccc2c(=O)c(C)c(C(=O)N[C@@H](Cc3ccccc3)C(O)C(=O)NCc3ccccc3)oc2c1 (stereo partly drawn)
→ 106	102	112	100	126	102	111	116
- CCCCC(O)CCCC
→ 105	107	109	99	110	110	104	108
- CCO/C=C1\SC(=S)N(Cc2ccccc2)C1=O
→ 109	98	113	94	98	107	101	107
- CCOC(=O)c1ccc(Nc2nc(-c3ccc(NC(C)=O)cc3)cs2)cc1O
→ 53	59	89	68	84	87	103	83
- N#C/C(=C\c1ccc(O)cc1)n1nc2cccc(F)c2n1
→ 95	93	95	78	91	105	111	94
- CC(=O)O[C@@H](C)[C@H]1O[C@H]2CC(=O)O[C@H]2[C@@H]1O
→ 104	99	109	103	109	97	99	113
- O=c1c2ccccc2nc(COc2ccccc2)n1/N=C/c1ccc(N2CCCCC2)cc1
→ 69	67	79	53	76	92	110	82

# By substructure: the entries above containing sulfur
# Fields: NCI/ADR-RES	OVCAR-8	IGROV1	OVCAR-4	OVCAR-3	OVCAR-5	SK-OV-3	DU-145
- Cc1sc2nc3nc(CC(=O)Nc4ccc(Cl)cc4)[nH]n3c(=O)c2c1C
→ 115	x	105	103	109	104	95	113
- CCO/C=C1\SC(=S)N(Cc2ccccc2)C1=O
→ 109	98	113	94	98	107	101	107
- CCOC(=O)c1ccc(Nc2nc(-c3ccc(NC(C)=O)cc3)cs2)cc1O
→ 53	59	89	68	84	87	103	83

# (continued)
# Fields: NCI/ADR-RES	OVCAR-8	IGROV1	OVCAR-4	OVCAR-3	OVCAR-5	SK-OV-3	DU-145
- COc1ccc(Oc2nc(NC3CCCCCC3)nc(Sc3ccc(OC)cc3)n2)cc1
→ 75	81	61	78	96	85	81	96
- O=P(c1ccc(F)cc1)(c1ccc(F)cc1)c1ccc(F)cc1
→ 109	99	113	93	109	102	101	113
- NC(N)=N/N=C/c1ccccc1S(=O)(=O)O
→ x	105	132	113	106	98	103	113
- Oc1c(Cl)cccc1C1CCCCC1
→ 93	109	109	96	102	103	108	106
- FC(F)(F)c1ccc(-c2cnc(-c3nn[nH]n3)nc2NC2CCCCCC2)cc1
→ 31[50 µM]	42[50 µM]	53[50 µM]	61[50 µM]	31[50 µM]	101[50 µM]	86[50 µM]	64[50 µM]
- O=c1cc(-c2ccccc2)ss1
→ 108	101	108	115	117	100	109	112
- CN1C(=O)/C(=C/c2ccc(C(=O)Nc3ncc(Cc4cc(Cl)ccc4Cl)s3)cc2)SC1=S
→ 70	81	57	57	80	71	71	74
- Cc1nc2cc(Cc3ccccc3)ccc2o1
→ 105	100	115	91	112	107	107	119
- COc1ccc(/C=C2\CCCC3=C2N=C2SC(C)=NN2C3c2ccc(OC)c(OC)c2)cc1OC (stereo not drawn)
→ 18	-4.1*	30	41	24	27	63	16
- CCSc1nc(C)cc(=O)[nH]1
→ 101	90	105	104	115	93	110	111

# Quoted from the listing.
# NCI/ADR-RES result of CCSc1nc(C)cc(=O)[nH]1 is entered as 101
# IGROV1 result of O=P(c1ccc(F)cc1)(c1ccc(F)cc1)c1ccc(F)cc1 is entered as 113
# OVCAR-5 result of COc1ccc(/C=C2\CCCC3=C2N=C2SC(C)=NN2C3c2ccc(OC)c(OC)c2)cc1OC (stereo not drawn) is entered as 27

# Going on with the list:
# Fields: NCI/ADR-RES	OVCAR-8	IGROV1	OVCAR-4	OVCAR-3	OVCAR-5	SK-OV-3	DU-145
- O=C(Oc1ccc2ccccc2c1)c1ccccc1O
→ 105	105	x	113	142	101	103	130
- Oc1ccc(-c2nc3cc4nc5ccccc5[nH]c4cc3n2)cc1
→ 104	91	99	100	97	103	93	97
- Cc1cc(=O)oc2cc(OCC(O)CNN3C(=O)c4cccc5c(N6CCOCC6)ccc(c45)C3=O)ccc12 (stereo not drawn)
→ 102	101	111	109	101	108	117	110
- CC(=O)Oc1ccccc1C(=O)N=C1[Se]CCN1C(=O)c1ccccc1OC(C)=O
→ -6.1*	-12*	-15*	-2.7*	-74*	-12*	-31*	-44*
- Cc1nn(-c2ccccc2)c(Oc2ccccc2)c1-c1nc2ccc(C(=O)O)cc2[nH]1
→ 109	98	101	100	103	104	113	107
- O=C(CS(=O)(=O)c1ccccc1)c1cc2ccccc2oc1=O
→ 90	98	91	x	105	99	x	110
- O=S(=O)(Nc1ccc(-n2cnc3cc(-c4ccc(O)cc4)ccc32)cc1)C1CC1
→ 94	89	86	78	x	107	117	95
- CCCCc1ccc(-c2nn[nH]n2)nc1
→ 105	89	112	111	111	103	100	108
- OCC#CC#CCO
→ 109	107	125	100	122	120	116	120
- Cc1nc2ncccn2c1-c1csc(N)n1
→ 104	118	128	95	114	98	100	120
- Cc1cc(=O)oc2cc(OCCOc3ccc(/C=C/C(=O)Nc4ccccc4)cc3)ccc12
→ 91	103	51	96	x	106	111	102
- C[C@H]1c2ccccc2CN1CCCOc1cc2c(cc1OCC1CC1)C1(CCCC1)C(N)=N2
→ 68	66	55	49	77	70	90	76
- CC1(C)Oc2cc3oc(=O)ccc3cc2C[C@@H]1OCCN1CCN(c2cccc(F)c2)CC1
→ 90	96	102	90	98	87	96	103
- O=C(Nc1ccc(-c2nc3ccccc3[nH]2)cc1)c1ccc(Cl)c(Cl)c1
→ 76	89	110	85	92	97	104	x
- COC(=O)[C@@H]1C(=O)[C@H](C)CC2[C@@]3(C)CC[C@H](O)C(C)(C)C3CC[C@]21C (stereo partly drawn)
→ 98	100	99	103	109	98	108	106
- COc1ccc(-c2nc3cc(C)ccc3n2CC(=O)N=Nc2c(O)[nH]c3ccc(Br)cc23)cc1
→ -22*	-62*	24	-18*	15	-5.0*	35	16
- CNC(=O)c1cc(Oc2ccc3nc(NC(=O)c4cccc(Cl)n4)sc3c2)ccn1
→ 89	85	101	76	95	128	116	99
- COc1cccc(-c2nn(-c3ccccc3)cc2-c2ccnc(NCCCNS(=O)(=O)c3cccc4ccccc34)c2)c1
→ 56	60	46	59	74	81	77	72
- Cc1ccccc1/C=C1/SC(N2CCN(c3ccccc3)CC2)=NC1=O
→ 100	107	98	99	101	100	116	106
- Cn1c(=O)c2c(nc(N/N=C/c3cccc(Br)c3)n2C)n(C)c1=O
→ 98	120	117	108	111	109	101	111
- O=C(Nc1cc(C(F)(F)F)cc(C(F)(F)F)c1)Nc1ccc(Cl)cc1C(=O)O
→ 92	101	102	97	101	104	102	106
- Cc1[nH]n(C(=S)Nc2nc3cc(Cl)c(F)cc3s2)c(=O)c1N=Nc1ccc(F)c(Cl)c1
→ 103	103	88	91	98	103	98	154
- Cc1nc2scc(-c3ccc(Cl)cc3)n2c(=O)c1CCCl
→ 112	96	91	93	106	105	118	107
- CCO/C=N/C1=C(C#N)C(c2ccc(OC)cc2)c2c(c3ccccc3n(C)c2=O)O1 (stereo not drawn)
→ 108	104	101	99	114	100	100	106
- CCC1=C[C@]2(C3CC(=O)N(c4ccccc4)C3=O)CC(C(C)(C)C)C[C@@H]2[C@@H]2C(=O)N(c3ccccc3)C(=O)[C@H]12 (stereo partly drawn)
→ 91	86	91	89	86	89	89	92
- CC1(C)S[C@@H]2C(N3C(=O)[C@@H](c4ccccc4)NC3(C)C)C(=O)N2[C@H]1C(=O)O (stereo partly drawn)
→ 104	104	113	108	107	103	124	116
- CCOC(=O)Cn1c(-c2ccccc2)cc(-c2ccccc2)c(C#N)c1=O
→ 98	98	96	105	108	63	107	111
- Cc1nc2ncccc2c(=O)n1-c1ccc(S(=O)(=O)Nc2nccs2)cc1
→ 96	92	102	100	109	105	94	104
- c1ccc(-c2nnc(-c3ccccn3)s2)nc1
→ 83	94	81	91	95	92	95	110
- NC(=O)SCC(=O)Nc1ccc(S(=O)(=O)Nc2ccccn2)cc1
→ 105	100	100	120	110	106	86	109
- CCOC(=O)c1cccc(NC(=S)Nc2ccc(S(=O)(=O)Nc3ccc(Cl)nn3)cc2)c1
→ 102	97	97	109	108	102	x	110
- Clc1ccc2c(ncn2Cc2ccccc2)n1
→ 93	103	98	95	111	101	83	132
- CCOC(=O)c1cc(C(=O)c2ccc(Br)cc2)n2cc(C)cc(C)c12
→ 100	102	102	92	104	115	86	100
- Cc1cc(-c2ccccc2)n2nc(NN)nc2n1
→ 102	103	102	107	x	106	109	110
- CCOC(=O)c1nn(CC(O)c2ccccc2)c(NC(=O)Nc2cccc3ccccc23)c1C (stereo not drawn)
→ 92	92	95	88	94	104	100	94
- C=C1C(=O)O[C@H]2[C@H]1CC/C(COC(=O)NCc1ccc(Cn3c(=O)sn(-c4ccc(OC)cc4)c3=O)cc1)=C\CC[C@@]1(C)O[C@@H]21
→ 96	76	47	36	-27*	84	105	27
- c1csc(-c2cnc3nonc3n2)c1
→ 95	79	77	90	84	107	93	108
- C(=C\c1nc2ccccc2s1)/c1ccc(N2CCOCC2)s1
→ 70	98	100	73	86	112	99	92
- CN(C)c1ccc(C(=O)c2ccc(N(C)C)c(N)c2)cc1N
→ -14*	42	73	47	-31*	76	25	7.0*
- c1ccc(-c2csc(Nc3nc(-c4ccccc4)nc4ccccc34)n2)cc1
→ 99	93	88	89	100	99	109	98
- CC(C)[C@H](NC(=O)Cn1cc(C(=O)O)nn1)C(=O)O
→ 106	98	111	104	108	x	106	114
- N#CCC(=O)NN=C1CCCCC1
→ 101	102	98	112	110	102	101	126
- CCN(CC)CCOc1cccc(OC)c1
→ 95	100	102	93	95	103	99	90
- O=C1N/C(=N/N=C(c2ccccc2)c2ccccc2)S/C1=C\c1ccccc1O
→ 96	92	90	96	96	96	89	104
- O=C(Nc1ccccc1)C1CN(Cc2ccco2)CCS1 (stereo not drawn)
→ 92	87	89	87	104	83	93	106
- COc1ccc(-c2nnc(SCC(=O)Nc3ccc(C(=O)/C=C/c4ccccc4)cc3)o2)cc1
→ 81	93	76	87	91	102	113	90
- O=C(Cn1cc(C2CCCCC2)nn1)Nc1nc2ccccc2s1
→ 112	104	101	120	110	100	111	119
- O=C(/C=C/c1cn(-c2ccccc2)nc1-c1ccc(OCc2ccccc2)cc1)c1ccccc1
→ 94	87	109	93	99	97	98	101
- CN1c2ccccc2Sc2cc(/C=N/Nc3cccc(Br)c3)ccc21
→ 74	65	85	67	x	83	113	97
- CCCCOc1ncnc2c1CC(C)c1cc(C)ccc1N2C (stereo not drawn)
→ 99	103	x	100	105	97	98	103

# More entries.
# Fields: NCI/ADR-RES	OVCAR-8	IGROV1	OVCAR-4	OVCAR-3	OVCAR-5	SK-OV-3	DU-145
- CCCC1O[C@@H]2CC3C4CCC5=CC(=O)C=CC5(C)C4[C@@H](O)CC3(C)[C@]2(C(=O)CO)O1 (stereo partly drawn)
→ 67	80	115	94	119	x	64	100
- Nc1cc(N)cc(C(=O)c2ccccc2)c1
→ 102	100	x	97	103	116	100	110
- Cn1c(S(C)(=O)=O)nc(-c2ccccc2)c(C#N)c1=O
→ 115	57	75	112	129	104	115	121
- CN1CC(c2ccc(Br)cc2)C2(SC(=O)N(/N=C/c3ccc(Br)cc3)C2=O)C12C(=O)Nc1ccccc12 (stereo not drawn)
→ 89	92	97	101	109	105	96	103
- O=C(c1nnc(Nc2cccc(Br)c2)o1)c1c[nH]c2ccccc12
→ 101	98	70	95	92	86	72	107
- CCN(CC)c1nc(NNC(=O)c2ccccc2)nc(N(CC)CC)n1
→ 96	105	119	95	105	111	106	115
- CCCCNC(=S)NCCCC
→ 100&105	99&103	104&109	105&96	111	97&97	98&98	104
- O=c1oc2c(cc1-c1ccc(F)cc1)C(O)Oc1ccccc1-2 (stereo not drawn)
→ 54	100	x	91	80	96	105	98
- Cc1c([N+](=O)[O-])cc(N2C(=O)C=CC2=O)cc1[N+](=O)[O-]
→ 120	118	110	111	105	115	113	108
- NC1=NNC(c2ccccc2O)N1C(Cc1c[nH]c2ccccc12)C(=O)O (stereo not drawn)
→ 94	98	82	91	90	114	102	109
- Cc1cc(C)n(Nc2nc3ccccc3[nH]c2=O)c(=O)c1C#N
→ 101	98	95	93	101	100	97	101
- COc1ccc(/C=C2/N=C(C)OC2=O)cc1OC
→ 108	104	108	109	110	104	108	110
- CC(C)=CCc1cc2c(cc1O)C1=C(C(=O)C3=C(NCCS3(=O)=O)C1=O)C(C=C(C)C)O2 (stereo not drawn)
→ 87	13	1.3*	33	-0.9*	154	69	41
- COc1ccc2c(c1)N=C(OCCCCl)Cn1c(=O)cc(C)n1-2
→ 104	107	104	105	123	98	100	119
- Cn1c(=O)c2[nH]c(SC/C(=N/O)c3ccc(Br)cc3)nc2n(C)c1=O
→ 37	26	20	7.8*	12	55	-33*	68
- CCOC(=O)CSSCC(=O)OCC
→ 110	101	110	x	110	108	102	106
- CCOc1cccc(-c2nc3sccn3c2-c2ccncn2)c1
→ 97	94	95	98	x	103	97	103
- Nc1ccc2[nH]c(=S)sc2c1
→ 103	116	97	96	105	117	99	110
- c1nc(SCC2CO2)c2ncn(CC3CO3)c2n1 (stereo not drawn)
→ 99	106	101	100	108	101	97	106
- CCOC(=O)C(=O)C1CCCCC1=O (stereo not drawn)
→ 107	101	110	97	102	99	99	106
- Cc1[nH]c(C2CC(c3ccc(C(F)(F)F)c(F)c3)=NN2c2ccc(Cl)cc2)c(C)c1C(=O)O (stereo not drawn)
→ 94	99	95	86	99	103	121	101
